From PubChem
KB-3-1 tox – kills parental KB-3-1 adenocarcinoma cells; KB-3-1 viability, CellTiter-Glo ATP luminescence, 72 h; Potency, µM (series often up to 46.1 µM), for inactives: top-dose activity change, negative = cytotoxic, usual class: cytotoxic; hit rate 1.4% among 400,000; AID 1347075; further: potency means the concentration at half of the fitted maximal effect; on the % scale 0 is the no-effect control and ±100 the full control effect; nearly all actives have a fitted effect of over 60% in size
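Parental KB-3-1 adenocarcinoma cells in phenol-red-free DMEM with 10% FBS were pin-treated with compounds at several concentrations, incubated 72 h at 37 °C, and viability read by CellTiter-Glo luminescence; concentration-effect curves were fitted after normalization.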
MCF10A rerep – induces DNA re-replication in MCF 10a normal breast cells; Potency, µM (highest dose often 46.1 µM), for the others: at the highest dose activity, positive = re-replication, usual class: activators; hit rate 2.9% among 350,000; MCF 10A DNA re-replication, Hoechst nuclear intensity, 48 h; further: potency means the concentration at half of the fitted maximal effect; % of control where 0% means no effect; nearly all actives have a fitted effect of over 50% in size
ATXN viability – reduces viability in counter-screen for ATXN expression inhibitors; S2 cells (HEK-293 line with an ATXN2-luciferase reporter) viability, CellTiter-Fluor protease fluorescence, 24 h; Potency, µM (titrated, usually from 56.7 µM), usual class: cytotoxic; hit rate 0.49% among 400,000; AID 651635; further: potency means the concentration at half of the fitted maximal effect; nearly all actives have a fitted effect of over 40% in size
HT1080 IDH1KD tx – HT-1080 IDH1 knockdown cell toxicity (counter line). HT-1080 IDH1 knockdown viability, ATP luminescence, 48 h. Potency, µM (series often up to 46.1 µM), inactives show at the highest dose activity, negative = toxicity, actives largely listed as cytotoxic. hit rate 2% among 360,000;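 further: potency means the concentration at half of the fitted maximal effect; 0% = DMSO wells and -100% = cell-free medium wells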
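HT-1080-IDH1KD cells (IDH1 knocked down), 750/well in RPMI with 5% FBS, treated with compound 48 h at 37 degrees C. Viability by CellTiter-Glo luminescence, normalised to DMSO and no-cell wells; concentration-response curves classed.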
KB-V1 cytotox – kills drug-selected multidrug resistant KB-V1 cells; KB-V1 MDR cells viability, CellTiter-Glo, 72 h; Potency, µM (top dose mostly 46.1 µM), without a hit: at the top dose activity change, negative = cytotoxicity, most hits filed as cytotoxic; hit rate 3.4% among 400,000; AID 1347076; further: potency means the concentration at half of the fitted maximal effect; on the % scale 0 is the no-effect control and ±100 the full control effect; nearly all actives have a fitted effect of over 60% in size
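Cytotoxicity toward P-gp-expressing KB-V1 cells was determined as loss of CellTiter-Glo luminescence after 72 h at 37 degrees C. Compounds were tested in quantitative HTS format across a concentration range, with curves fitted to normalized data.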
SW480 rereplic – induces DNA re-replication in SW480 colon adenocarcinoma cells | SW480 DNA re-replication, Hoechst DNA content imaging, 48 h | hit rate 1.8% among 340,000 | AID 624297 | Potency, µM (highest dose often 46.1 µM), inactives show top-dose re-replication activation, usual class: activators; further: potency means the concentration at half of the fitted maximal effect; % of control where 0% means no effect; nearly all actives have a fitted effect of over 55% in size
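Image-based DNA-content assay: after two days of treatment, nuclei were labelled with the DNA dye Hoechst and imaged, and hits were compounds raising the count of nuclei showing high fluorescence intensity.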
IL1B secr inh – blocks inflammasome-driven IL-1 beta release; hit rate 4.7% among 360,000; THP-1 LPS/ATP IL-1B secretion, AlphaLISA, 16 h; stronger effect = lower value; activity change, % at 57.5 µM; in the data active means activity change below about -50%; inconclusive means mostly about -30% to -49%; further: on the % scale 0 is the no-effect control and ±100 the full control effect
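Secreted IL-1B measured by AlphaLISA bead assay after 16 h compound exposure of THP-1 cells; compounds (final up to 57.5 uM) added 1 h before LPS (250 ng/mL) and ATP (1.25 mM) stimulation; lower signal means less secretion.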
ATXN2 expr inh – ATXN2 expression inhibition. Potency, µM (series often up to 57 µM), without a hit: at the top dose activity change, negative = inhibition, usual class: inhibitors. hit rate 0.72% among 360,000. AID 1745845. HEK-293 ATXN2-luciferase reporter, luminescence, 24 h; further: potency means the concentration at half of the fitted maximal effect; on the % scale 0 is the no-effect control and ±100 the full control effect; nearly all actives have a fitted effect of over 55% in size
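qHTS (up to 57 uM final) was run with 24 h compound exposure of reporter cells at 37 °C. Each well was multiplexed: SteadyGlo luminescence measured ATXN2-luciferase expression after a fluorogenic Gly-Phe-AFC viability readout (25 uM final).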
HT1080NT lethal – kills 2HG-producing HT-1080-NT fibrosarcoma cells; HT-1080-NT fibrosarcoma viability, CellTiter-Glo ATP luminescence, 48 h; Potency, µM (series often up to 46.1 µM), inactives show at the highest dose activity, negative = less viability, hits mostly cytotoxic; hit rate 1.6% among 360,000; AID 686970;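 further: NT is the 2HG producing partner of a matched IDH1 knockdown line; potency means the concentration at half of the fitted maximal effect; 0% = DMSO-treated cells and -100% = media-only wells without cells; nearly all actives have a fitted effect of over 55% in size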
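HT-1080-NT; 750 cells/well; 5% FBS RPMI; 48 h compound, 37 degrees C; CellTiter-Glo luminescence; curve fitting and curve-class assignment.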
Starred values were filed as active, the others as inactive; i = inactive; ? = inconclusive; / = no result given; [ ] = another dose, or the depositor's remark. Unless noted, the call rests on the fitted dose curve; in most records, active means well fitted curve in the direction sought with a large enough effect; inconclusive means small, poorly fitted or top-dose-only effect, or another doubt; inactive means no such curve, though single readings can be large; an effect the other way counts as inactive or inconclusive.

Results follow in this order: KB-3-1 tox | MCF10A rerep | ATXN viability | HT1080 IDH1KD tx | KB-V1 cytotox | SW480 rereplic | IL1B secr inh | ATXN2 expr inh | HT1080NT lethal
(1) O=C(CSc1nnc(-c2ccc(F)cc2)o1)N1CCCCC1
 : 29% | -5% | i | 20% | -25% | -5% | 15 | 22% | 26%
(2) O=C(Cc1ccc(Cl)cc1)Nc1ccc(SC(F)F)cc1
 : ? | ? | i | -7% | 21µM* | -35%[inhibitor] | -18 | 36%[activator] | -1%
(3) Cc1ccc(S(=O)(=O)N2CCCCC2CCNC(=O)C(=O)NCc2cccnc2)cc1 (stereo not given)
 : 8.2µM* | ? | i | ? | ? | 16µM* | 8 | -16% | ?
(4) Nc1cc(S(=O)(=O)Nc2cc(Cl)ccc2Cl)ccc1N1CCOCC1
 : -1% | 3% | i | -5% | 0% | ? | -23 | -28% | -4%
(5) O=C(Nc1cccc2ncccc12)c1ccccc1F
 : -8% | 4% | i | 5% | 0% | -1% | 0 | 1% | 9%
(6) CC(C)(C)c1ccc(C(=O)NCC(=O)N/N=C/c2cccs2)cc1
 : 1% | -5% | i | 4% | 6% | -13% | -1 | / | 4%
(7) O=C(CSc1nnc(-c2ccccc2)o1)Oc1ccc(Br)cc1
 : 3% | 10% | i | -5% | 2% | -14% | 29 | 7% | -8%
(8) COc1cc(NS(C)(=O)=O)c(OC)cc1NC(=O)c1ccccc1
 : 7% | 5% | i | 7% | ? | -5% | 9 | -6% | 4%
(9) COc1ccc(CC(=O)Nc2ccc(C(C)=O)cc2)cc1
 : -3% | 14% | i | 10% | -3% | -13% | -11 | 9% | 12%
(10) COc1ccc(Cn2nnnc2C(c2ccncc2)N2CCOCC2)cc1 (stereo not given)
 : 6% | 2% | i | 17% | 12% | -7% | 14 | -1% | 0%
(11) COc1ccc(-n2c(Cc3cccn3C)nnc2SCC(N)=O)cc1
 : 1% | 12% | i | 12% | 8% | 1% | -1 | 6% | 11%
(12) Cc1nn(-c2ccccc2)c(C)c1C(=O)OCC(=O)c1c(N)n(CC(C)C)c(=O)n(C)c1=O
 : ? | 13% | i | -22% | -19% | 2% | ? | ? | -17%
(13) Cc1ccc(C(C(=O)NC2CCCCC2)N(Cc2ccco2)C(=O)Cc2c[nH]c3ccccc23)o1 (stereo not given)
 : 6% | ? | ? | -19% | 10µM* | 12% | -77* | -26% | -16%
(14) CCOc1ccc(CC(=O)NCCS(=O)(=O)N2CCN(c3ccccc3)CC2)cc1
 : -16% | 0% | i | -7% | ? | 0% | -12 | 1% | -1%
(15) CN(Cc1ccccc1)C(=O)c1ccc(NC(=O)Cc2ccc(NC(=O)C3CCCN(C(=O)C4CCC4)C3)cc2)cc1 (stereo not given)
 : -10% | -6% | i | -12% | 0% | ? | 40 | -3% | -4%
(16) Cc1sc2ncn(CC(=O)NCc3ccco3)c(=O)c2c1-c1ccccc1
 : -3% | 5% | i | -16% | -25% | 1% | 26 | 2%[11.3 µM] | -9%
(17) COc1ccccc1NS(=O)(=O)c1ccc(N/N=C/C=C/c2ccccc2[N+](=O)[O-])c([N+](=O)[O-])c1
 : 5% | 10% | i | 1% | 5% | -2% | 3 | -8% | -5%
(18) Cc1ccc(Cn2c(SCC(=O)NCc3ccco3)nc3ccsc3c2=O)cc1
 : 2% | -1% | i | -15% | -19% | -13% | -11 | -17% | -3%
(19) CN1C(=O)/C(=C/c2ccco2)SC1=Nc1cccc(C(=O)O)c1
 : -1% | ? | i | -6% | 8% | -5% | 19 | -14%[11.3 µM] | -14%
(20) COc1cc(OC)cc(C(=O)NCC(=O)OCC(=O)C(C)(C)C)c1
 : 0% | -3% | i | 0% | -3% | 3% | -4 | / | 1%

Another view of some results above.
10. COc1ccc(Cn2nnnc2C(c2ccncc2)N2CCOCC2)cc1 (stereo not given)
9. COc1ccc(CC(=O)Nc2ccc(C(C)=O)cc2)cc1
7. O=C(CSc1nnc(-c2ccccc2)o1)Oc1ccc(Br)cc1
11. COc1ccc(-n2c(Cc3cccn3C)nnc2SCC(N)=O)cc1
4. Nc1cc(S(=O)(=O)Nc2cc(Cl)ccc2Cl)ccc1N1CCOCC1
assay / entry,10,9,7,11,4
KB-3-1 tox,6%,-3%,3%,1%,-1%
MCF10A rerep,2%,14%,10%,12%,3%
ATXN viability,i,i,i,i,i
HT1080 IDH1KD tx,17%,10%,-5%,12%,-5%
KB-V1 cytotox,12%,-3%,2%,8%,0%
SW480 rereplic,-7%,-13%,-14%,1%,?
IL1B secr inh,14,-11,29,-1,-23
ATXN2 expr inh,-1%,9%,7%,6%,-28%
HT1080NT lethal,0%,12%,-8%,11%,-4%

(list continues)
Results follow in this order: KB-3-1 tox | MCF10A rerep | ATXN viability | HT1080 IDH1KD tx | KB-V1 cytotox | SW480 rereplic | IL1B secr inh | ATXN2 expr inh | HT1080NT lethal
(21) COc1cccc(CN2CCN(Cc3cc(OC)c(OC)cc3OC)CC2)c1
 : 6% | 0% | i | 13% | ? | -2% | 18 | 3% | 9%
(22) Cc1nn(CCOc2ccccc2)c(=O)n1-c1cccc(F)c1
 : 3% | 0% | ? | 4% | -33% | -3% | 4 | 32%[activator] | 8%
(23) O=C(Nc1ccccc1Oc1ccccc1)c1cc([N+](=O)[O-])ccc1Cl
 : ? | ? | i | -7% | ? | ? | -4 | -23% | -9%
(24) CC1CCN(C(=O)COC(=O)c2ccc([N+](=O)[O-])o2)CC1
 : -11% | -19% | i | -5% | ? | 21µM* | ? | -17% | -1%
(25) c1ccc2c(c1)COC(CN1CCCCC1)OC2
 : 1% | -6% | ? | 1% | 12% | -6% | -14 | / | 3%
(26) O=C(O)C=C1C2CC3CC(C2)CC1C3
 : -7% | 4% | i | -17% | -22% | 1% | 22 | -2% | -2%
(27) c1ccc(Sc2ncnc3c2oc2ccccc23)cc1
 : 15% | ? | i | -8% | -14% | 3% | -16 | 69%[activator] | -15%
(28) C/C(CCC1CC(C)OC1=O)=N\NC(N)=O (stereo not given)
 : 14% | 0% | i | 19% | ? | -1%[9.22 µM] | -8 | -3% | 25%
(29) CC1(C)CC(=O)c2cc(-c3nc(-c4ccc(Br)cc4)cs3)c(=O)n(-c3ccccc3)c2C1
 : -3% | / | i | / | -7% | / | / | 3% | /
(30) COc1ccccc1N1C(=S)NC2CS(=O)(=O)CC21 (stereo not given)
 : 9% | 4% | i | 1% | 11% | -52%[inhibitor] | -1 | -5% | 5%
(31) Cc1occc1-c1nnc(SCC(=O)Nc2nccs2)n1Cc1ccco1
 : -2% | 8% | i | -1% | 0% | -1% | -5 | -4% | -15%
(32) Cc1cc(C)cc(NC(=O)N2CCC(N3CCN(Cc4ccccc4)C(=O)C3=O)CC2)c1
 : 1% | / | i | / | 23% | / | / | 11% | /
(33) Cc1ccccc1N1OC2C(=O)N(c3ccc(F)cc3)C(=O)C2C1c1ccccn1 (stereo not given)
 : 0% | ? | i | -7% | 8% | 2% | 14 | -8% | 7%
(34) CC[C@@]1(c2cccc(C)c2)C(=O)N(C(=O)OC)N1C(=O)OC
 : 5% | ? | i | 11% | ? | -2% | -88* | 2% | 9%
(35) CC(C)(C)N=Cc1c(O)ccc2oc3c(c12)CCCC3
 : -7% | 14% | i | 0% | 0% | 4% | 42 | -21% | ?
(36) COc1cc(S(=O)(=O)N2CCOCC2)cc(C(=O)NCC(c2cccs2)N2CCOCC2)c1OC (stereo not given)
 : 6% | 10% | i | 4% | 18% | 1% | 2 | / | 13%
(37) Cc1ccc(NC(=O)CSCC(=O)O)cc1
 : -2% | 1% | i | -3% | -19% | 0% | 5 | / | -2%
(38) Cc1occc1C(=O)NCc1cccc(CNC(=O)c2ccoc2C)c1
 : 4% | -1% | i | -1% | 3% | 1% | 62 | -8% | -1%
(39) CN(Cc1ccccc1)c1ncnc2onc(-c3ccc(F)cc3)c12
 : -8% | / | i | / | 0% | / | / | -9% | /
(40) CCOC(=O)c1oc2ccccc2c1COC(=O)CNC(=O)c1ccc(C)cc1
 : 12% | -3% | i | 7% | 0% | 21% | 18 | 10% | 15%

The list goes on:
Results follow in this order: KB-3-1 tox | MCF10A rerep | ATXN viability | HT1080 IDH1KD tx | KB-V1 cytotox | SW480 rereplic | IL1B secr inh | ATXN2 expr inh | HT1080NT lethal
(41) C=CCCCCCCCC(=O)OC
 : 0% | ? | i | 5% | -6% | 14% | 6 | -2% | 4%
(42) CCC(C(=O)NCc1ccc(F)cc1)N(CCc1ccccc1)C(=O)c1snc(C(N)=O)c1N (stereo not given)
 : -3% | ? | i | -14% | -24% | ? | ? | 3% | 1%
(43) C/C=C/C(=O)Nc1cccc(C2=NOC3(C2)C[C@@H](C(N)=O)N(C(=O)/C(C)=C/C)C3)c1 (stereo not given in full)
 : 6% | -3% | i | 11% | -20% | -17% | -4 | 5% | -2%
(44) COc1ccc(C2NC(=O)c3sc(=S)n(-c4ccccc4)c3N2)cc1 (stereo not given)
 : -4% | 11% | i | 5% | -37% | -11% | 0 | 1% | 5%
(45) CC(=O)N(C)c1cccc(-c2ccc3nnc(C)n3n2)c1
 : -1% | -2% | i | 1% | 22% | -18% | -4 | 1% | -8%
(46) O=C(O)CSc1c2c(nc3cc(C(=O)Nc4ccc(F)c(Cl)c4)ccc13)CCC2
 : -7% | / | i | / | 14% | / | / | 5% | /
(47) CN(CC(=O)Nc1ccccc1C(=O)N1CCCC1)S(=O)(=O)c1ccc(Br)cc1
 : -8% | -1% | i | -7% | -22% | -2% | 27 | -18% | 0%
(48) CN1CCN(CCCNC(=O)c2ccc(/C=C3\Oc4ccccc4N(Cc4ccccc4F)C3=O)cc2)CC1
 : 0% | 9.2µM* | 20µM* | -28% | -11% | 6.5µM* | 61 | / | -9%
